From PubChem BioAssay
EBNA-1 inhibitor = EBNA-1 DNA-binding inhibitors, primary screen, biochemical, fluorescence polarization | 300,000 compounds, 0.34% hits | inhibition, % at 14.8 µM; in the data active = inhibition above about 28%
PREPL inh = PREPL enzyme inhibitors, primary screen, biochemical, fluorescence polarization; recombinant PREPL, fluorescence polarization activity-based probe; inhibition, % at 5.96 µM; 320,000 compounds, 0.68% hits; AID 2751, 2010; in the data active = inhibition above about 43%;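 note: 0% = enzyme with DMSO and 100% = wells lacking enzyme; many of its hits are not listed in these tables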
Target sequence (Q4J6C6 whole entry, looked up): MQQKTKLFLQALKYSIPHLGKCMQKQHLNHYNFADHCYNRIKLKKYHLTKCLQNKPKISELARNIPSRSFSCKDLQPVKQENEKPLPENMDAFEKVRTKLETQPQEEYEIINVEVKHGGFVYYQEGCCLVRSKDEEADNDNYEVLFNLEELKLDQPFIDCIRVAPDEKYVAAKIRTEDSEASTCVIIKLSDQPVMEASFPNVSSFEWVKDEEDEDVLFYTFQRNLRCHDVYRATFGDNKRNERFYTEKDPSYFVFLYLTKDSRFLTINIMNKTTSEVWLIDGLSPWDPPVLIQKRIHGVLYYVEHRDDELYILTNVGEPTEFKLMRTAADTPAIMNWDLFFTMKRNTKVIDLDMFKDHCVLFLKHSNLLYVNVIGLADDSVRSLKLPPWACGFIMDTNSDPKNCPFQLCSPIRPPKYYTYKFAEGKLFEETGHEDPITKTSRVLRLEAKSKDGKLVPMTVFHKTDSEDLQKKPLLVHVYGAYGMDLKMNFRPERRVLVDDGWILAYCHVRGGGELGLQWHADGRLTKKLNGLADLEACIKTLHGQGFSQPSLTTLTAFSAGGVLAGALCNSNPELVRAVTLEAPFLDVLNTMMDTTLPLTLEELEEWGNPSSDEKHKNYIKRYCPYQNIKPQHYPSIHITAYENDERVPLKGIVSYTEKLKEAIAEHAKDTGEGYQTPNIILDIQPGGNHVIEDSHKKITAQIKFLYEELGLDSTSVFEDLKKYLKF
LYPLA2 counter = LYPLA2 inhibitors, primary screen, counter-screen for PME1 inhibitor project, biochemical, fluorescence polarization, FP-Rh probe ABPP; Acyl-protein thioesterase 2 (Homo sapiens), O95372; inhibition, % at 5.9 µM; recombinant LYPLA2; AID 2177, 2009; 320,000 compounds, 0.38% hits;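 active = inhibition above the screen-wide mean plus 3 SD, limit set per campaign, cut at about 26% in these data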;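 note: 0% = LYPLA2 with DMSO and 100% = wells lacking LYPLA2 enzyme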
PAFAH1B3 FP inh = PAFAH1B3 enzyme inhibitors, primary screen, biochemical, fluorescence polarization, human. Platelet-activating factor acetylhydrolase IB subunit alpha1 (Homo sapiens), Q15102. recombinant PAFAH1B3, FP-rhodamine probe. inhibition, % at 3.39 µM. 340,000 compounds, 0.28% hits;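 active = inhibition above the screen-wide average of all tested compounds plus 3 SD, cut at about 25% in these data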;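 note: 0% = enzyme with DMSO only and 100% = wells lacking PAFAH1B3 protein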
Target sequence (Q15102 whole entry, looked up): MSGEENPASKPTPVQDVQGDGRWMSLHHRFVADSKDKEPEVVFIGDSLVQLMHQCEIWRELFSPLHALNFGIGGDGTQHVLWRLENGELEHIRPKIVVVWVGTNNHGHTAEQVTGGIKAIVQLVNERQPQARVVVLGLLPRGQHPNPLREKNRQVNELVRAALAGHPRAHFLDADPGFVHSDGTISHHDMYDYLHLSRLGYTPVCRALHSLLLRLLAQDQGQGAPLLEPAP
LYPLA1 counter = LYPLA1 inhibitors, primary screen, counter-screen for PME1 inhibitor project, biochemical, fluorescence polarization, FP-Rh probe ABPP | inhibition, % at 5.9 µM | Acyl-protein thioesterase 1 (Homo sapiens), O75608 | 320,000 compounds, 0.16% hits | recombinant LYPLA1;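 active = inhibition above the mean of all tested compounds plus 3 SD, set per campaign, cut at about 14% in these data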;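 note: inhibitors block serine hydrolase probe labeling of LYPLA1 so polarization falls; 0% = enzyme with DMSO and 100% = wells lacking LYPLA1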
PAFAH1B2 inh = PAFAH1B2 enzyme inhibitors, primary screen, biochemical, fluorescence polarization, human. Platelet-activating factor acetylhydrolase IB subunit alpha2 (Homo sapiens), P68402. recombinant PAFAH1B2, FP-rhodamine activity probe. inhibition, % at 3.39 µM. 340,000 compounds, 1.2% hits. AID 492953, 2010;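 active = inhibition above the mean of all tested compounds plus 3 SD, cut at about 24% in these data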;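 note: 0% = enzyme with DMSO and 100% = wells lacking PAFAH1B2; many of its hits are not listed in these tables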
ZTA DNA inh = counter-screen for EBNA-1 inhibitors: inhibitors of Epstein-Barr virus ZTA | P03206 | ZTA-DNA binding, fluorescence polarization | inhibition, % at 11 µM | 320,000 compounds, 0.15% hits | AID 2234; in the data active = inhibition above about 33%
PAFAH2 FP inh = PAFAH2 enzyme inhibitors, primary screen, biochemical, fluorescence polarization, human; Platelet-activating factor acetylhydrolase 2, cytoplasmic (Homo sapiens), Q99487; recombinant PAFAH2, FP-rhodamine activity probe; inhibition, % at 3.39 µM; 340,000 compounds, 0.99% hits; AID 492956, 2010;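 active = inhibition above the mean over all tested compounds plus 3 SD, cut at about 30% in these data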;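 note: inhibitors block probe labeling of enzyme so polarization drops; 0% = enzyme with DMSO and 100% = wells lacking PAFAH2 protein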
pPAFAH FP inh = pPAFAH enzyme inhibitors, primary screen, biochemical, fluorescence polarization, human; Platelet-activating factor acetylhydrolase (Homo sapiens), Q13093; recombinant pPAFAH, FP-rhodamine probe fluorescence polarization; inhibition, % at 3.39 µM; 330,000 compounds, 1.5% hits; AID 463082, 2010;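 active = inhibition above the mean inhibition across the screen plus 3 SD, cut at about 25% in these data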;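 note: inhibitors block binding of the rhodamine activity-based probe so polarization drops; 0% = enzyme with DMSO and 100% = wells lacking pPAFAH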
* marks the source's active call; other numbers are inactive results; nt = no result given. A portion of the library, so the mix of outcomes need not match the whole.

Letter code – A = EBNA-1 inhibitor; B = PREPL inh; C = LYPLA2 counter; D = PAFAH1B3 FP inh; E = LYPLA1 counter; F = PAFAH1B2 inh; G = ZTA DNA inh; H = PAFAH2 FP inh; I = pPAFAH FP inh
1: COC(=O)C1=C(C)Nc2ncnn2C1c1ccc(C)o1 (configuration not stated)
  A: -4; B: -5; C: -4; D: 6; E: 3; F: 5; G: 0; H: -5; I: -3
2: Cc1cccc(OCC(=O)N/N=C/c2cccn2C)c1
  A: 3; B: 13; C: 6; D: 9; E: 1; F: 2; G: 0; H: 13; I: -2
3: Cc1cc(NN)nc(NS(=O)(=O)c2ccccc2)n1
  A: -15; B: 6; C: -5; D: nt; E: -1; F: nt; G: 3; H: nt; I: 8
4: O=C(NNC(=O)c1cnccn1)c1ccc(Cl)cc1
  A: 0; B: 19; C: -2; D: 0; E: 0; F: 3; G: 19; H: 9; I: -3
5: O=C1N(Cc2cccnc2)C[C@@H]2C[C@@H](c3cccc(Oc4ccccc4)c3)N3CCC[C@@]123
  A: -1; B: 33; C: 27*; D: -1; E: 5; F: 3; G: 7; H: 2; I: 1
6: O=C(CCN1C(=O)c2ccccc2C1=O)Nc1ccccc1C(F)(F)F
  A: 2; B: -4; C: -3; D: 10; E: 1; F: 5; G: 11; H: -12; I: 2
7: Cc1ccc(C(=O)NCCC(=O)NCc2cc(=O)n(C)c(=O)n2C)cc1
  A: 7; B: 1; C: 6; D: 10; E: -1; F: 4; G: -3; H: 4; I: 7
8: Cc1cc(S(=O)(=O)N2CCCCC2CCNC(=O)C(=O)NCc2cccnc2)ccc1F (configuration not stated)
  A: -2; B: -9; C: 5; D: 1; E: 0; F: 6; G: 7; H: -3; I: 8
9: CC1CN(C(=O)CN2C(=O)c3ccccc3S2(=O)=O)CC(C)O1 (configuration not stated)
  A: -2; B: -4; C: 1; D: 11; E: 1; F: 3; G: 9; H: -1; I: 3
10: COc1ccc(N(CC(=O)Nc2ccc3c(c2)OCCO3)S(=O)(=O)c2cccnc2)cc1
  A: -5; B: -59; C: -2; D: 10; E: -1; F: -5; G: 2; H: -3; I: 3
11: O=[N+]([O-])c1ccc([C@H](O)[C@H](CO)N=Cc2ccccc2O)cc1
  A: 7; B: 0; C: 2; D: -6; E: 0; F: 7; G: 8; H: -1; I: 2
12: O=C(c1cccc(C(=O)N(c2ccccn2)C2CCCCC2)c1)N(c1ccccn1)C1CCCCC1
  A: -12; B: 8; C: -2; D: 5; E: -1; F: 9; G: 2; H: -6; I: -2
13: CCCCOc1ccc(Cc2n[nH]c(=S)n2N)cc1
  A: -9; B: -1; C: 3; D: 7; E: 0; F: 1; G: -8; H: -2; I: 7
14: CCN(CC)S(=O)(=O)c1ccc(C(=O)NCCCn2ccnc2)cc1
  A: -7; B: 2; C: 2; D: 2; E: 0; F: 3; G: -4; H: 4; I: 3
15: CN(C)CCN1C(=O)C2C(C(=O)Nc3cc(Cl)cc(Cl)c3)C3C=CC2(O3)C1C(=O)NC1CCCCC1 (configuration not stated)
  A: 4; B: 31; C: 2; D: 8; E: 3; F: 1; G: 2; H: 3; I: -2
16: O=C(NNC(=O)C1CCCO1)c1ccc(Br)cc1 (configuration not stated)
  A: -10; B: 0; C: -9; D: 4; E: -1; F: -2; G: -13; H: -4; I: -5
17: O=C1C=CC(=O)N1c1ccc(I)cc1Cl
  A: -6; B: 4; C: -1; D: nt; E: 0; F: nt; G: 0; H: nt; I: 2
18: CCOC(=O)C1(Cc2ccccc2C(F)(F)F)CCN(C(C)CCn2cccn2)CC1 (configuration not stated)
  A: -3; B: -93; C: 3; D: 4; E: 1; F: 6; G: -11; H: 0; I: -1
19: COc1cccc(C(CNC(=O)c2ccc(Cl)c(S(=O)(=O)N3CCCC3)c2)N(C)C)c1 (configuration not stated)
  A: nt; B: 6; C: nt; D: 1; E: nt; F: 6; G: nt; H: -2; I: 5
20: Cc1ccc(NC2CCCN(C(=O)c3cc4ncccn4n3)C2)cc1C (configuration not stated)
  A: -8; B: 16; C: 4; D: 1; E: 0; F: 1; G: -3; H: -6; I: 7
21: CCN1C(=O)CC(Sc2ccccc2C(=O)O)C1=O (configuration not stated)
  A: 8; B: 9; C: -2; D: 7; E: 0; F: 4; G: 1; H: -3; I: 0
22: Cc1cc(O)c(C(=O)Nc2cccc(Cl)c2)c(=O)n1C
  A: 1; B: 0; C: -3; D: -1; E: -2; F: 1; G: -8; H: -2; I: -1
23: O=C(O)CSC12CC3CC(C1)CC(C(=O)O)(C3)C2
  A: -16; B: 5; C: 6; D: 2; E: -2; F: 3; G: -12; H: 11; I: 1
24: COc1cc(SC)ccc1C(=O)NCCN1CCOCC1
  A: 0; B: -6; C: -5; D: 3; E: 0; F: 5; G: -10; H: 2; I: 5
25: Cc1cc(C(=O)NCC(=O)OC(C)C(=O)N2CCOCC2)ccc1[N+](=O)[O-] (configuration not stated)
  A: nt; B: 5; C: 0; D: 1; E: 1; F: -4; G: 1; H: -1; I: -1
26: C=CCn1c(SCC(=O)Nc2ccc(N3CCOCC3)cc2)nnc1-c1ccco1
  A: -13; B: 6; C: -6; D: 1; E: -1; F: 11; G: -7; H: 2; I: 3
27: Cc1ccc(Sc2cnc3ccccc3n2)cc1
  A: 7; B: -3; C: 3; D: 5; E: -3; F: 0; G: -3; H: -6; I: 12
28: CC(=O)c1cccc(NC(=O)c2cc(Cl)sc2Cl)c1
  A: -2; B: 14; C: -4; D: 4; E: -5; F: 1; G: 2; H: -6; I: -4
29: C=CCn1c(COc2ccccc2)nnc1SCC(=O)N/N=C/c1ccc(C)cc1
  A: -1; B: -16; C: 10; D: 5; E: 3; F: 8; G: -24; H: -2; I: 6
30: Cc1onc(-c2c(F)cccc2Cl)c1C(=O)NCc1ccccn1
  A: 7; B: -9; C: -2; D: -9; E: -1; F: 3; G: -1; H: 3; I: -3
31: O=C(Cn1c(-c2ccccc2)c[n+]2ccsc12)c1ccc(Br)cc1
  A: 1; B: 18; C: 0; D: 0; E: 0; F: 4; G: 5; H: 1; I: 4
32: COc1ccc(/C=N/c2nc3ccccc3n2CCN2CCCCC2)cc1OC
  A: -4; B: 9; C: 2; D: 7; E: 0; F: 6; G: -8; H: -2; I: -1
33: O=C(Cc1ccccc1)NCC(=O)OCC(=O)c1cccs1
  A: 1; B: -1; C: 0; D: 7; E: -3; F: 7; G: -9; H: 7; I: 5
34: Cc1ccc(C)c(S(=O)(=O)NCc2ccc(C(=O)N3CC(C)OC(C)C3)cc2)c1 (configuration not stated)
  A: 4; B: 10; C: 6; D: 8; E: 1; F: 2; G: 14; H: 10; I: 5
35: CS(=O)(=O)N1CCN(c2ccccc2NC(=O)c2ccc(Br)o2)CC1
  A: -4; B: 9; C: 3; D: -2; E: 3; F: 4; G: 3; H: 4; I: 6
36: CCn1c(SCC(=O)NCc2ccco2)nnc1C(C)C
  A: 2; B: -1; C: 5; D: -1; E: 0; F: -3; G: -1; H: -4; I: 6
37: CCC1(c2ccc(F)cc2)NC(=O)N(CC(=O)Nc2cccnc2Cl)C1=O (configuration not stated)
  A: -4; B: -18; C: -8; D: 12; E: -4; F: 6; G: -7; H: -1; I: -3
38: CN(C)CCNC(=O)c1onc(CSc2ccncc2)c1C(=O)NCCN(C)C
  A: 1; B: 5; C: 6; D: 4; E: 1; F: 0; G: -6; H: 7; I: 0
39: O=C(O)c1c(C(=O)O)c(-c2ccc(Cl)c(Cl)c2)n2c1CSC2
  A: 1; B: -11; C: -3; D: 0; E: 0; F: 3; G: 23; H: 18; I: 6
40: COc1cc(NC(=O)CCCNC(=O)Cn2cnc3sc4c(c3c2=O)CCCC4)cc(OC)c1OC
  A: -13; B: -21; C: 1; D: -3; E: 4; F: 0; G: -2; H: 6; I: -10
41: Cc1noc(NC(=O)c2cccc(C(F)(F)F)c2)c1Cl
  A: -5; B: 9; C: -6; D: 2; E: -5; F: -1; G: 8; H: 7; I: 3
42: Cc1nc(=O)c(-c2ccccc2)c(C)n1-c1ccc(S(N)(=O)=O)cc1
  A: -2; B: -4; C: 0; D: 10; E: 2; F: 1; G: 4; H: 8; I: 3
43: CN1CCN(c2ccc(Cl)cc2NC(=O)c2ccc([N+](=O)[O-])cc2)CC1
  A: -14; B: 13; C: 4; D: 4; E: -6; F: 4; G: -13; H: 4; I: -9
44: O=C(NC1C2CC3CC(C2)CC1C3)c1ccc(Br)o1 (configuration not stated)
  A: 2; B: -2; C: 0; D: 5; E: 3; F: 8; G: 3; H: 4; I: -9
45: O=C(Nc1cccc2ncccc12)c1ccccc1[N+](=O)[O-]
  A: 9; B: -1; C: 9; D: 9; E: 1; F: 0; G: -4; H: -6; I: -3
46: CC(=O)Nc1ccc(S(=O)(=O)N(C)CC(=O)OCC(=O)Nc2cccnc2Cl)cc1
  A: 9; B: 11; C: 10; D: 0; E: 2; F: 3; G: 10; H: 2; I: -1
47: O=C(N/C(=C/c1ccc(Cl)cc1)C(=O)N1CCCCC1)c1ccco1
  A: 7; B: 0; C: 2; D: 14; E: 2; F: 8; G: 14; H: 1; I: 5
48: Cn1cnnc1SCC(=O)Nc1ccc2nc(SCc3ccccc3)sc2c1
  A: -5; B: -22; C: 18; D: 1; E: -10; F: 0; G: -2; H: 7; I: 6
49: Cc1ccc(Nc2nc(NCC3CCCO3)nc(N)c2[N+](=O)[O-])cc1C (configuration not stated)
  A: 122*; B: -1; C: -3; D: -3; E: -2; F: 2; G: 8; H: -3; I: 2
50: NC(=O)c1ccc(N=Nc2c(O)c3ccccc3[nH]c2=O)cc1
  A: -1; B: 5; C: 1; D: nt; E: 1; F: nt; G: -3; H: nt; I: 9
51: Cc1ccccc1NC(=O)CN1C(=O)S/C(=C\c2cccn2-c2cccc(C(=O)O)c2)C1=O
  A: 2; B: 3; C: 50*; D: 6; E: -9; F: 5; G: 12; H: 16; I: 5
